# 14-3-3g Raf = modulators of 14-3-3 gamma protein binding, primary screen, biochemical, fluorescence polarization | 14-3-3 protein gamma (Homo sapiens), P61981 | FP, 14-3-3gamma / TMR-pS259-Raf peptide binding | inhibition, % at 40 µM | hit rate 0.19% among 160,000 | AID 422, 2006; in the data active = inhibition above about 30%;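 also: 0% = protein plus tracer without compound and 100% = blank with tracer alone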
# Target sequence (P61981 whole entry, looked up): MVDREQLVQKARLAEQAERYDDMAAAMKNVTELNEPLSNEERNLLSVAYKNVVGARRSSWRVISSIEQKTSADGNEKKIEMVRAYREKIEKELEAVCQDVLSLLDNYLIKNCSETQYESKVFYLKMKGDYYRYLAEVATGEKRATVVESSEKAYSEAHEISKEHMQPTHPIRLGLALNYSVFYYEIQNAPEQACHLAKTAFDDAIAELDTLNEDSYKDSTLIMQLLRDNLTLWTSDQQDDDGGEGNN
# * marks the source's active call; other numbers are inactive results; & = joins results of further samples. This is a subset; count on the stated rates, not on these rows.
# Start of the data: the first 6 compounds as a preview:
SMILES,14-3-3g Raf
COc1ccc2c(c1OC)C(=O)N(c1ccc(Cl)cc1)C2,-12
CC(C)N1CCc2c(sc(NC(=O)c3ccc(S(=O)(=O)N(C)C4CCCCC4)cc3)c2C(N)=O)C1,-13
O=C(Nc1nnc(-c2ccc(F)cc2)s1)c1cc(Cl)ccc1[N+](=O)[O-],5
CCOC(=O)c1cc2c(=O)n3ccccc3nc2n(CCOC)c1=NC(=O)c1ccccc1C(F)(F)F,-9
CCCOc1ccccc1C1C(C(=O)OCC)=C(C)NC2=C1C(=O)CC(c1ccc(Cl)cc1)C2 (configuration not stated),9
Fc1ccc2c(Cl)c(-c3nnc(-c4cccs4)o3)sc2c1,12

# This part in full, repeating the preview:
SMILES,14-3-3g Raf
COc1ccc2c(c1OC)C(=O)N(c1ccc(Cl)cc1)C2,-12
CC(C)N1CCc2c(sc(NC(=O)c3ccc(S(=O)(=O)N(C)C4CCCCC4)cc3)c2C(N)=O)C1,-13
O=C(Nc1nnc(-c2ccc(F)cc2)s1)c1cc(Cl)ccc1[N+](=O)[O-],5
CCOC(=O)c1cc2c(=O)n3ccccc3nc2n(CCOC)c1=NC(=O)c1ccccc1C(F)(F)F,-9
CCCOc1ccccc1C1C(C(=O)OCC)=C(C)NC2=C1C(=O)CC(c1ccc(Cl)cc1)C2 (configuration not stated),9
Fc1ccc2c(Cl)c(-c3nnc(-c4cccs4)o3)sc2c1,12
Cc1onc(-c2c(Cl)cccc2Cl)c1C(=O)NCc1ccco1,-5
COc1ccc(Cl)cc1NC(=O)C1c2ccccc2C(=O)N(C)C1c1ccc(OC)c(OC)c1 (configuration not stated),-27
COC(=O)C1=C(C)NC(=S)NC1c1ccc(OC)cc1OC (configuration not stated),-1
O=C(CCS(=O)(=O)c1ccc(Br)cc1)Nc1ccccc1F,-7
Cc1cc(C(=O)NCCCN2CCN(C3CCCCC3)CC2)n(-c2ccccc2)n1,-5
CN1C(=O)c2cccc3c(S(=O)(=O)NCc4ccco4)ccc1c23,0
Cc1csc(NC(=NS(=O)(=O)c2ccccc2)c2ccccc2)n1,-1
O=C(Nc1nc2ccccc2n1CCOc1ccccc1)c1cccs1,8
Cc1ccnc(NS(=O)(=O)c2ccc(N=Cc3ccc(Br)cc3)cc2)n1,-7
O=C(CSc1nc2c(sc3ccccc32)c(=O)n1-c1ccccc1)N1CCCC1,0
Cn1c(C=Cc2ccc([N+](=O)[O-])o2)nc2ccccc2c1=O,-84
Cn1c(=NC(=O)c2ccccc2[N+](=O)[O-])sc2cc(Cl)ccc21,4
CCCCNC(=O)NS(=O)(=O)c1ccc(N=Cc2cccs2)cc1,-5
CC(=O)OCC(=O)C1=CCC2C3CCC4=CC(=O)CCC4(C)C3CCC12C (configuration not stated),1

# Retrieved one by one from the entries so far (six):
SMILES,14-3-3g Raf
Cn1c(=NC(=O)c2ccccc2[N+](=O)[O-])sc2cc(Cl)ccc21,4
CCOC(=O)c1cc2c(=O)n3ccccc3nc2n(CCOC)c1=NC(=O)c1ccccc1C(F)(F)F,-9
Cc1onc(-c2c(Cl)cccc2Cl)c1C(=O)NCc1ccco1,-5
CCCCNC(=O)NS(=O)(=O)c1ccc(N=Cc2cccs2)cc1,-5
CN1C(=O)c2cccc3c(S(=O)(=O)NCc4ccco4)ccc1c23,0
Cc1cc(C(=O)NCCCN2CCN(C3CCCCC3)CC2)n(-c2ccccc2)n1,-5

# The list goes on:
SMILES,14-3-3g Raf
Cc1cccc(C(=O)Nc2ccc(-c3nc4ccccc4[nH]3)cc2)c1,0
O=C(CSc1nc2cc(C(=O)N3CCOCC3)ccc2c(=O)n1C1CCCCC1)c1ccccc1,-8
Cc1ccc(-n2c3nc(=O)[nH]c(=O)c-3cc3c(Cl)cccc32)c(C)c1,-27
CCOc1ccc(-c2cn(-c3ccc(C)cc3)c(=O)[nH]2)cc1,-240
N#CC(C(=O)NC1CCCCC1)c1nc2ccccc2nc1N1CCOCC1 (configuration not stated),4
O=C(Nc1ccccc1C(F)(F)F)C1(S(=O)(=O)c2ccc(Cl)cc2)CC1,-5
CCOc1ccc(C(=O)CN2CCN(S(=O)(=O)c3ccc(Cl)cc3)CC2)cc1,-23
COc1ccc(Br)cc1CNC(=O)C1CCCN(S(=O)(=O)N2CC(C)CC(C)C2)C1 (configuration not stated),7
Nc1ccnn1Cc1cccnc1,-2
COc1ccc(NC(=O)c2sc3nc4c(cc3c2N)CCCC4)c(OC)c1,-3
COc1cc(-c2nnc(COc3ccc4cc(Br)ccc4c3)o2)cc(OC)c1OC,-5
CC12CC(NC(=O)N1c1ccc(C(=O)N3CCN(c4ccccn4)CC3)cc1)c1ccccc1O2 (configuration not stated),-8
COc1ccc(-n2nnnc2C2(Nc3ccc(I)cc3)CCCCC2)cc1,-2
Cc1cc(=O)[nH]c(SCCOc2ccccc2)n1,-4
CCN(C(=O)c1ccc(F)cc1)c1ccc(C(O)(C(=O)OC)C(F)(F)F)cc1 (configuration not stated),2
CC(=O)Oc1cc2c(C(=O)NCCN3CCOCC3)c(C)oc2c2ccccc12,-10
COC(=O)c1ccccc1NC(=O)C(C)Oc1ccccc1 (configuration not stated),2
O=C1CC(c2cccc([N+](=O)[O-])c2)CC2=C1C(c1ccc(Cl)cc1)N(C(=O)C(F)(F)F)c1ccccc1N2 (configuration not stated),-7
CCCOC(=O)CC1C(=O)NCCN1Cc1ccc(F)cc1 (configuration not stated),5
Cn1cc(C(=O)NCCc2ccccc2)c(=O)c2cc(S(=O)(=O)N3CCOCC3)ccc21,-7
COc1ccccc1C(=O)NCCSc1c(C)[nH]c2ccccc12,-14
O=C(Cn1cnc2sc3c(c2c1=O)CCCC3)NCCCC(=O)NC1CCCCC1,2
N#CC1=C(N)Oc2n[nH]c(-c3cccs3)c2C1c1ccoc1 (configuration not stated),-17
COc1ccc(Cl)cc1C(=O)Nc1c2c(nn1-c1cccc(Cl)c1)CS(=O)(=O)C2,-7
O=C(COc1ccccc1Cl)OCC(=O)N1CCN(S(=O)(=O)c2ccccc2)CC1,4
CCc1ccc(-c2nc(CSCC(=O)N3CCN(c4ccccn4)CC3)c(C)o2)cc1,-1
COc1ccc(N2CCN(c3cc(N4CCN(S(=O)(=O)c5ccccc5)CC4)ccc3[N+](=O)[O-])CC2)cc1,-7
CC1=CC(C)(C)Nc2ccc(OC(=O)C(C)(C)C)cc21,-4
COc1ccccc1CC(=O)c1ccc(O)cc1O,0
CCOc1ccc(N2CC(=O)Nc3ccccc3NCC2=O)cc1,-4
CCOc1ccccc1CNC(=O)C1CCCN(S(=O)(=O)c2ccc(C)cc2)C1 (configuration not stated),-10
NC(=O)C1CCCN(S(=O)(=O)c2ccc(Br)cc2)C1 (configuration not stated),2
CC(=O)Nc1cccc(C(=O)Nc2ccccc2C(=O)O)c1,1
O=[N+]([O-])c1ccc(-c2ccc(N=Cc3cc([N+](=O)[O-])ccc3O)cc2)cc1,-8
CC1CCN(C(=O)c2cn(C3CCCC3)c(=O)c3c2c2ccccc2n3C)CC1,-1
Cc1cc2c(=O)n(CC(=O)N3CCCCCC3)cnc2s1,2
O=C(Nc1ccccc1[N+](=O)[O-])c1cccc(S(=O)(=O)Nc2ccc(I)cc2)c1,0
CCCN(CCC)S(=O)(=O)c1ccc2c(c1)CCN2C(C)=O,-7
COc1cc(C(=O)OC(C)C(=O)N2CCc3ccccc3C2)ccc1OCC(=O)N1CCOCC1 (configuration not stated),1
CS(=O)(=O)N1CCN(C(=O)COc2ccc(Cl)cc2)CC1,-3

# For convenience, some entries already given:
SMILES,14-3-3g Raf
COc1ccc2c(c1OC)C(=O)N(c1ccc(Cl)cc1)C2,-12
CC(C)N1CCc2c(sc(NC(=O)c3ccc(S(=O)(=O)N(C)C4CCCCC4)cc3)c2C(N)=O)C1,-13
O=C(Nc1nnc(-c2ccc(F)cc2)s1)c1cc(Cl)ccc1[N+](=O)[O-],5

# New compounds follow.
SMILES,14-3-3g Raf
O=c1scc(-c2ccc(Cl)cc2)s1,1
CN(C)S(=O)(=O)c1ccc(C(=O)OCCCN=C2NS(=O)(=O)c3ccccc32)cc1,-9
CS(=O)(=O)N(CC(=O)NCCSc1ccccc1)c1ccc2c(c1)OCO2,4
COc1ccc(C2NC(=O)NC(O)(C(F)(F)F)C2C(=O)c2ccc(Cl)cc2)cc1OC (configuration not stated),6
O=C(C1CCC(CNc2c(N3CCCCC3)c(=O)c2=O)CC1)N1CCc2ccccc2C1 (configuration not stated),-2
CCOc1ccc(CC(=O)Oc2c(S(=O)(=O)c3ccc(C)cc3)c(C)nn2-c2ccccc2)cc1,-3
O=C1c2ccc(F)cc2C(=O)N1c1ccc2c(c1)OCO2,-38
O=C(CN1C(=O)C2CC=CCC2C1=O)Nc1nccs1 (configuration not stated),-8
O=C(Nc1ccc(N2CCOCC2)cc1)c1cc2ccccc2o1,-3
CC1CCSC(C)(C)S1 (configuration not stated),0
Cc1cc(=O)n2nc(N3CCCC3C(=O)NCc3ccccn3)sc2n1 (configuration not stated),0
COC(=O)c1ccc(N2C(=O)CC(NCc3ccccc3)C2=O)cc1 (configuration not stated),4&0
COC(=O)Nc1c(C)nn(Cc2ccccc2C)c1C,-4
CC(=O)N1CCc2cc(S(=O)(=O)NCCc3ccccc3)ccc21,-5
Cc1cc(=O)[nH]c(N2CCOCC2)n1,2
CCOc1cc2c(cc1OCC)C(C(=O)O)C(c1cccc(OC)c1)N(C)C2=O (configuration not stated),-1
Cc1csc(NC(=O)c2ccoc2C)n1,4
CCCc1n[nH]c2c1/C(=N/O)CC(c1ccccc1)C2 (configuration not stated),4
O=C(NCc1cccs1)c1cnn2c1NC(c1ccc(Br)cc1)CC2C(F)(F)F (configuration not stated),-6
O=C(Nn1cnnc1)C(Sc1ccccc1)c1ccccc1 (configuration not stated),1

# 4 structures already listed, sorted by heavy-atom count, low to high.
SMILES,14-3-3g Raf
O=C(CN1C(=O)C2CC=CCC2C1=O)Nc1nccs1 (configuration not stated),-8
O=C(Nn1cnnc1)C(Sc1ccccc1)c1ccccc1 (configuration not stated),1
Cc1cc(=O)n2nc(N3CCCC3C(=O)NCc3ccccn3)sc2n1 (configuration not stated),0
CS(=O)(=O)N(CC(=O)NCCSc1ccccc1)c1ccc2c(c1)OCO2,4

# (more compounds)
SMILES,14-3-3g Raf
N#CC1c2ccccc2C=CN1C(=O)c1ccccc1 (configuration not stated),4
CC(C)COc1ccc(C2NC(=O)NC2=O)cc1 (configuration not stated),-4
O=C(Nc1ccc([N+](=O)[O-])cc1Br)C(Cc1ccc([N+](=O)[O-])cc1)N1C(=O)c2ccccc2C1=O (configuration not stated),-1
CN(C1CCS(=O)(=O)C1)S(=O)(=O)c1ccc(C2CCCCC2)cc1 (configuration not stated),1
CCOc1ccc(N(CC(=O)NCc2ccccc2OC)S(C)(=O)=O)cc1,-2
CCOc1cc(C2NC(=S)NC(C)=C2C(=O)OC)cc(I)c1O (configuration not stated),-1
C=C(C)Cn1c(=S)[nH]c2c(c1=O)C(C)(C)Cc1ccccc1-2,-7
Cc1nc(Oc2ccc3c(C)cc(=O)oc3c2)c2c3c(sc2n1)CCC3,-5
O=C1CC(c2ccccc2[N+](=O)[O-])c2ccccc2N1 (configuration not stated),1
Cc1cc(Cl)ccc1NC(=O)CSc1nnc(Cc2cccs2)n1Cc1ccco1,-3
Cc1ccc(S(=O)(=O)C2(C(=O)Nc3ccccc3F)CC2)cc1,-7
Cc1cc(C)c2[nH]c3nc(SC(C)C)nnc3c2c1,-14
CCCC1=C(C(=O)OCC)C(c2ccc(N(C)C)cc2)n2ncnc2N1 (configuration not stated),-8
O=C(O)C1CC=CCC1C(=O)Nc1cc(Cl)ccc1Cl (configuration not stated),17
COC(=O)c1sccc1NC(=O)Cn1nnc(-c2ccc(C)cc2)n1,-13
O=C1CCCc2c1cc(C(=O)NC1CCSC1=O)c(=O)n2-c1ccc(Cl)cc1 (configuration not stated),-10
CCOC(=O)c1ccc(NC(=O)CC(C)=O)cc1,-6
COc1ccc(C(C[N+](=O)[O-])c2c(-c3ccccc3)n(C)c3ccccc23)cc1 (configuration not stated),2
COc1ccc(C2CC(=O)C3=C(C2)Nc2ccccc2NC3c2ccc(Br)s2)cc1 (configuration not stated),7
CCOC(=O)c1ccccc1NC(=O)CN1C(=O)c2ccccc2S1(=O)=O,1
Cc1cc(=O)oc2cc(OC(=O)c3cc4ccccc4o3)ccc12,-3
Cn1c2ccccc2c2c(C(=O)NCCCN3CCOCC3)cn(C3CCCC3)c(=O)c21,-4
Cc1ccn2c(NC(=O)C(C)(C)Oc3ccc(Cl)cc3)c(-c3ccccc3)nc2c1,-7
COc1ccccc1NC1=CC(=NS(=O)(=O)c2ccc(C)cc2C)c2ccccc2C1=O,-37
CC1CCC2C(=O)N(c3ccc(NC4CCN(Cc5ccccc5)CC4)c([N+](=O)[O-])c3)C(=O)C2C1 (configuration not stated),2
COc1ccccc1N(CC(=O)N1CCCCC1)S(=O)(=O)c1ccccc1,5
O=C1SCCC1NC(=O)C(Sc1ccccc1)c1ccccc1 (configuration not stated),-5
CCOc1ccc(C2c3c(oc4ccccc4c3=O)C(=O)N2c2ccc(C)cn2)cc1OC (configuration not stated),0
O=C(Nc1ccc(Cl)cc1)c1ccc(N2CC3CC(C2)c2cccc(=O)n2C3)c(NC(=O)c2cc3ccccc3oc2=O)c1 (configuration not stated),-14
CCc1cc(C(=O)OC)c(N2C(=O)C3C4C=CC(C4)C3C2=O)s1 (configuration not stated),-5
CCc1ccc2[nH]c(C)c(CN3CCN(C)CC3)c(=O)c2c1,0
CCOC(=O)CSc1nc2cc(C(=O)OC)ccc2c2nc3ccccc3n12,-2
CC1=CC(C)C(CN(C2CCCCC2)S(=O)(=O)c2ccc(N)cc2)C(C)C1 (configuration not stated),0
COC(=O)c1ccc(-n2c(C)ccc2-c2ccccc2)cc1,-6
Cc1cccn2c(=O)c(C=NCc3ccccc3)c(NCCO)nc12,-4&7
O=C1CCc2cc(S(=O)(=O)N3CCC(C(=O)NC4CCCC4)CC3)ccc2N1,-5
CC(C)OC(=O)CSc1nnc(-c2cnccn2)n1Cc1ccco1,-9
CCCCCOc1ccc(C(=O)Nc2nncs2)cc1,5
COc1ccccc1NS(=O)(=O)c1ccc(C(C)C)cc1,1
COC(=O)Cn1ccc(N(C)C)c(C#N)c1=O,-4
Cc1ccc(C)c(CSc2nc3c(cnn3-c3ccc(F)cc3)c(=O)[nH]2)c1,2
CC(C)CCNC(=O)CN1C(=O)CSc2ccc(S(=O)(=O)N3CCC(C)CC3)cc21,-4
Cc1cc(C)nc(Nc2ccccc2Br)n1,0&14
